# Source: PubChem BioAssay (Sanford-Burnham Center for Chemical Genomics)
# NALP3 yeast inh: NALP3 inflammasome inhibitors in reconstituted yeast, primary screen, luminescence, uHTS. AID 2825, 2010. Yeast reconstituted NLRP3/ASC/caspase-1, beta-gal luminescence, 24 h. inhibition, % at 10 µM. 330,000 tested, 0.39% active;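 active means inhibition of 50% or more; inactive means inhibition below 50%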;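 further: plate controls were induced DMSO wells for no effect and uninduced yeast grown without galactose for full effect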
# SENP6 block: SENP6 protease inhibitors, primary screen, biochemical, luminescence, uHTS. Sentrin-specific protease 6 (Homo sapiens), Q9GZR1. Recombinant SENP6 catalytic domain, aminoluciferin luminescence. inhibition, % at 10 µM. 330,000 tested, 1.8% active;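 active means inhibition above about 50% at the single tested dose, limit read from the data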;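 further: plate controls were DMSO wells with enzyme for no effect and DMSO wells lacking enzyme for full effect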
# Apaf-1 inh: inhibitors of human Apaf-1 apoptosome, primary screen, biochemical, DEVD-Rh110 fluorescence, uHTS. Apoptotic protease-activating factor 1 (Homo sapiens), O14727. reconstituted apoptosome caspase-3 activity. inhibition, % at 20 µM. 330,000 tested, 0.71% active; active means inhibition of at least 40% at 20 µM;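 further: plate controls were DMSO wells for no effect and DEVD-CHO caspase inhibitor wells for full effect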
#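 Material: reconstituted apoptosome with Apaf-1, cytochrome c, caspase-9, procaspase-3, dATP. Technique: Rh110 fluorescence intensity. Buffer or medium: pH 7.5 Hepes buffer with CHAPS, BSA, DTT. Times: 30 min plus 50 min, RT.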
# SENP8 block-1: SENP8 protease inhibitors, primary screen, biochemical, luminescence. AID 2540, 2010. inhibition, % at 10 µM. purified SENP8, Z-RLRGG-aminoluciferin cleavage. 330,000 tested, 1.2% active. Sentrin-specific protease 8 (Homo sapiens), Q96LD8; in the data active means inhibition above about 50%
# Target sequence (Q96LD8 whole entry, looked up): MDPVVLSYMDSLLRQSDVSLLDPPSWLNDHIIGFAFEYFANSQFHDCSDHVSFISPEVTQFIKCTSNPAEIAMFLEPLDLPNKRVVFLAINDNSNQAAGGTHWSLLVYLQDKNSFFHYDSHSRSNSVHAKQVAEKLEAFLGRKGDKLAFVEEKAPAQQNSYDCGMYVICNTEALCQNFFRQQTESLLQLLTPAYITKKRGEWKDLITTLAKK
# SENP1 FRET inh: human SENP1 catalytic domain inhibitors, primary screen, biochemical, FRET, uHTS; 360,000 tested, 0.21% active; inhibition, % at 10 µM; AID 624204, 2012; recombinant SENP1 catalytic domain, CyPet-SUMO1-YPet FRET cleavage;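 active means inhibition at least 30% at 10 µM, raw YFP signal under a set limit, fluorescence ratio 0.5 to 1.5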;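 further: 0% = enzyme with DMSO and 100% = no enzyme wells; some results filed as inactive read as strong as hits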
# Target sequence (Q9P0U3 419-644 limits assumed): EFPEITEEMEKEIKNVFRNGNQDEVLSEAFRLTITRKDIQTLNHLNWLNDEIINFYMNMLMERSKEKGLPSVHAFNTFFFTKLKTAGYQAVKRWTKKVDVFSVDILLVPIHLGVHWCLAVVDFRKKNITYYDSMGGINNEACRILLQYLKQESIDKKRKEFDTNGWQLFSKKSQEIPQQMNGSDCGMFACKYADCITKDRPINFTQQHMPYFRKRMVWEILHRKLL
#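 Compound: 10 µM single point, 0.5% DMSO; Test system: hSENP1 catalytic domain, recombinant; Timing: 50 min reaction at room temperature; Technique: FRET, CFP and YFP emission; Control set: no-enzyme wells low, DMSO-plus-enzyme wells high control.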
# HKDC1 inh: HKDC1 hexokinase inhibitors, primary screen, biochemical, fluorescence, uHTS. Q2TB90. inhibition, % at 20 µM. recombinant HKDC1, G6PDH/diaphorase resazurin coupled fluorescence. 340,000 tested, 0.16% active;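 active means inhibition above about 35% when tested at 20 µM, limit read from the data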;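 further: plate controls were DMSO wells with enzyme for no effect and DMSO wells lacking enzyme for full effect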
#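 Test system: recombinant HKDC1 (HK5) hexokinase enzyme, produced in-house / Doses: 20 µM test compound, 1% DMSO / Timing: 90 min, room temperature / Detection: G6PDH/diaphorase-coupled fluorescence, 1 mM NADP, 100 µM resazurin, 525/613 nm / Control set: DMSO wells with and without enzyme mix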
# PfG6PD inh: PfG6PD enzyme inhibitors, primary screen, biochemical, fluorescence intensity, uHTS; PfGluPho enzyme, NADPH resazurin-diaphorase fluorescence; AID 504690, 2011; inhibition, % at 20 µM; 350,000 tested, 0.78% active;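 active means inhibition reaching at least a set limit at 20 µM in the primary screen, cut at about 59% in these data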;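 further: 0% = DMSO wells with substrate and 100% = DMSO wells lacking glucose-6-phosphate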
# SENP8 block-2: human SENP8 protease inhibitors, primary screen, biochemical, fluorescence, Nedd8 protein substrate, uHTS | Sentrin-specific protease 8 (Homo sapiens), Q96LD8 | recombinant SENP8 | inhibition, % at 20 µM | 360,000 tested, 0.64% active | AID 602440, 2012; in the data active means inhibition mostly above about 40%, no sharp cut-off; inactive means mostly below about 27%
# SENP7 inh: SENP7 protease inhibitors, primary screen, biochemical, luminescence, uHTS; 330,000 tested, 1.5% active; inhibition, % at 5 µM; recombinant SENP7, Z-RLRGG-aminoluciferin luminescence, 40 min; AID 434973, 2010;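 active means inhibition above about 50% at the single test dose, limit read from the data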;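 further: plate controls were DMSO with enzyme for no effect and no enzyme buffer wells for full effect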
# Target sequence (Q9BQF6 706-1050 limits assumed): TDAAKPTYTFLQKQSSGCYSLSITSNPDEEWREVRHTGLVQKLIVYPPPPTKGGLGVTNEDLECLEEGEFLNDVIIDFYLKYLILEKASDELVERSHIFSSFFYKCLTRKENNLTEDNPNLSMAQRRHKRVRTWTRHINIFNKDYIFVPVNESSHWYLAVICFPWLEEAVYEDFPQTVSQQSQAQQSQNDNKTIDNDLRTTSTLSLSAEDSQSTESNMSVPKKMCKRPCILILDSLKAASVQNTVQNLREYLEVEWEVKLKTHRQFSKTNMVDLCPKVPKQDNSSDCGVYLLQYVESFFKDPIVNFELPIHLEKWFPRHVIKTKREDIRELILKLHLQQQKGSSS
# * = called active by the depositor; / = no result given. Rows are unselected; 4.1% or so of the library scored in one or more.
no.	smiles	NALP3 yeast inh	SENP6 block	Apaf-1 inh	SENP8 block-1	SENP1 FRET inh	HKDC1 inh	PfG6PD inh	SENP8 block-2	SENP7 inh
1	CSc1ccccc1NC(=O)c1cc(CC(C)C)on1	8	26	15	11	0	2	33	15	8
2	COc1cccc(CN(C)C(=O)CSC(C)C(=O)Nc2cc(C)on2)c1OC (stereo unspecified)	7	-11	17	-14	1	-5	9	6	0
3	COc1ccc(CCNC(=O)CC2SC(=NCc3ccccc3OC)NC2=O)cc1 (stereo unspecified)	6	0	20	-3	-2	-4	-21	20	-11
4	COc1ccc(S(=O)(=O)NC(Cc2cnc[nH]2)C(=O)O)cc1 (stereo unspecified)	3	-19	6	-10	3	-10	-1	28	-6
5	CC1CN(C(=O)c2ccc(-c3ccccc3Cl)o2)CC(C)O1 (stereo unspecified)	40	1	12	-3	1	-5	6	8	5
6	COc1cc(C2C(C(=O)c3ccco3)=C(O)C(=O)N2CCc2ccccc2)ccc1O (stereo unspecified)	-1	-12	3	-2	-1	5	9	1	1
7	O=C(Nc1cccc(S(=O)(=O)NC2=NCCC2)c1)c1ccc(=O)[nH]c1	13	4	-8	9	1	-5	-5	1	0
8	CCn1nnnc1SCC(=O)N1CCN(c2ccccc2)CC1	3	11	-9	1	1	-10	-4	11	4
9	CCN1CCN(Cc2nnc(-c3ccc(C)cc3)o2)CC1	-2	1	-7	1	0	-8	0	1	0
10	CC(C(=O)NCC(=O)Nc1ccc(F)c(F)c1F)N1CCN(Cc2ccc(C#N)cc2)CC1 (stereo unspecified)	8	-4	-4	-4	1	9	8	10	3
11	COc1ccc(-c2nc3ccccc3c(C(=O)Nc3ccc(S(=O)(=O)Nc4cc(C)on4)cc3)c2C)cc1	22	2	13	0	1	-2	3	-119	-2
12	O=S(=O)(Nc1cc(Cl)ccc1N1CCCCC1)c1cccs1	0	-6	15	3	9	2	18	14	-3
13	Cn1ncc(Br)c1C(=O)NC1CCCCCCC1	16	2	10	-1	1	0	8	8	4
14	Clc1ccccc1OCCCOc1cccc2cccnc12	37	13	20	-9	0	-2	20	-78	2
15	COc1ccccc1NC(=S)N1CCN(C(=O)C2CCCO2)CC1 (stereo unspecified)	13	5	8	-2	0	-9	-7	16	-4
16	CSCCC(NC(=O)COc1ccccc1)C(=O)OCc1ccc(Cl)cc1 (stereo unspecified)	/	/	/	/	3	-1	19	1	/
17	CC(NC(=O)N1CCN(c2ccccc2F)CC1)c1ccc(F)c(F)c1 (stereo unspecified)	33	-25	5	-3	2	-6	-9	11	9
18	CNC(=S)N/N=C/C1=CCC2CC1C2(C)C (stereo unspecified)	-21	-20	4	3	4	4	5	14	-5
19	CCC(C)NC(=O)NC(=O)CSc1nnc(-c2ccccc2F)n1C1CC1 (stereo unspecified)	-2	-2	13	3	0	-2	11	11	-5
20	CCCN(CC(=O)Nc1ccccc1OC)C(=O)c1ccccn1	9	-20	0	-12	-2	-9	-2	1	5
21	CC(OC(=O)CCN1C(=O)C2CC=CCC2C1=O)C(=O)Nc1cccc(Cl)c1 (stereo unspecified)	2	1	0	3	3	-7	6	11	-8
22	CC(OC(=O)Cc1ccc(Cl)cc1)C(=O)NC1CCCCC1C (stereo unspecified)	2	-5	9	-2	4	-5	4	2	-8
23	O=C(NCc1ccccn1)C1CC(c2ccc(F)cc2)=NO1 (stereo unspecified)	9	2	-5	2	1	-4	5	13	-4
24	CCN(C(=O)COC(=O)COc1ccc2c(c1)CCC2)c1c(N)n(Cc2ccccc2)c(=O)[nH]c1=O	0	-18	15	-2	0	-4	3	10	-21
25	CC(NC(=O)c1ccnc(C(C)(C)C)c1)c1ccccc1 (stereo unspecified)	-1	-5	-12	1	0	-6	-9	12	2
26	CCOc1ccc(S(=O)(=O)Nc2cccc(Cl)c2)cc1	17	5	1	0	0	-5	3	16	5
27	c1ccc(C2=NNC(c3ccco3)=Nc3ccccc32)cc1	15	-15	13	-5	2	-5	-11	-28	3
28	CCOC(=O)CSc1nnc2n(Cc3ccccc3)c(=O)c3c4c(sc3n12)CCC4	/	/	/	/	1	0	-5	35	/
29	O=C(O)C1CCC(=O)N(C2CCCCC2)C1c1ccccc1Cl (stereo unspecified)	-2	-10	-21	3	2	3	-7	15	2
30	COC(=O)c1ccc2c(=O)n(-c3ccc(OC)cc3)c(=S)[nH]c2c1	4	-14	-11	-10	-1	0	6	-24	-1
31	COc1ccc(Cl)cc1NC(=S)NCCO	23	-30	-7	1	2	-1	-3	8	-2
32	CCN(C[C@H]1N[C@@](CC)(C(=O)OC)[C@H]2C(=O)N(Cc3ccccc3)C(=O)[C@@H]12)S(=O)(=O)c1ccc(C(F)(F)F)cc1	8	-16	17	-6	3	2	-12	12	-2
33	COc1ccc(CCN2C(=O)CC(Sc3ncccc3C(=O)O)C2=O)cc1OC (stereo unspecified)	-4	7	1	-4	-2	6	-24	12	5
34	Cc1ccc(C)c(S(=O)(=O)N2CCN(C(=O)c3ccc(N4CCCC4)c([N+](=O)[O-])c3)CC2)c1	25	6	18	-5	0	3	14	16	-7
35	NC(=O)c1c(NC(=O)CN2CCN(S(=O)(=O)c3ccccc3)CC2)sc2c1CCC2	8	-14	19	-12	-26	11	0	-53	-3
36	O=C(c1cc2ccccc2o1)N1CCN(Cc2ccccc2)CC1	20	-18	9	0	2	-4	4	3	1
37	COc1ccc(OC)c(CC(=O)Nc2cc(S(=O)(=O)N3CCCCC3)ccc2C)c1	5	-8	7	2	-2	3	-5	2	3
38	Cc1ccc(SCCNS(C)(=O)=O)cc1	29	-14	9	1	1	-2	7	2	8
39	COc1ccc(N2CCN(Cc3cc(=O)oc4ccc5ccccc5c34)CC2)cc1	1	-14	18	-5	-5	10	12	-34	4
40	Cc1c(S(=O)(=O)NC(C)c2ccccc2)c(=O)n(C)c(=O)n1C (stereo unspecified)	9	-5	-13	0	1	-5	0	6	4

# Reformatted with two lines to a compound: 7 of the compounds above
# Each structure is followed by: NALP3 yeast inh, SENP6 block, Apaf-1 inh, SENP8 block-1, SENP1 FRET inh, HKDC1 inh, PfG6PD inh, SENP8 block-2, SENP7 inh
26) CCOc1ccc(S(=O)(=O)Nc2cccc(Cl)c2)cc1
 : 17, 5, 1, 0, 0, -5, 3, 16, 5
27) c1ccc(C2=NNC(c3ccco3)=Nc3ccccc32)cc1
 : 15, -15, 13, -5, 2, -5, -11, -28, 3
28) CCOC(=O)CSc1nnc2n(Cc3ccccc3)c(=O)c3c4c(sc3n12)CCC4
 : /, /, /, /, 1, 0, -5, 35, /
29) O=C(O)C1CCC(=O)N(C2CCCCC2)C1c1ccccc1Cl (stereo unspecified)
 : -2, -10, -21, 3, 2, 3, -7, 15, 2
30) COC(=O)c1ccc2c(=O)n(-c3ccc(OC)cc3)c(=S)[nH]c2c1
 : 4, -14, -11, -10, -1, 0, 6, -24, -1
31) COc1ccc(Cl)cc1NC(=S)NCCO
 : 23, -30, -7, 1, 2, -1, -3, 8, -2
32) CCN(C[C@H]1N[C@@](CC)(C(=O)OC)[C@H]2C(=O)N(Cc3ccccc3)C(=O)[C@@H]12)S(=O)(=O)c1ccc(C(F)(F)F)cc1
 : 8, -16, 17, -6, 3, 2, -12, 12, -2

# From no. 36 as far as 37, copied from above:
no.	smiles	NALP3 yeast inh	SENP6 block	Apaf-1 inh	SENP8 block-1	SENP1 FRET inh	HKDC1 inh	PfG6PD inh	SENP8 block-2	SENP7 inh
36	O=C(c1cc2ccccc2o1)N1CCN(Cc2ccccc2)CC1	20	-18	9	0	2	-4	4	3	1
37	COc1ccc(OC)c(CC(=O)Nc2cc(S(=O)(=O)N3CCCCC3)ccc2C)c1	5	-8	7	2	-2	3	-5	2	3

# More entries.
no.	smiles	NALP3 yeast inh	SENP6 block	Apaf-1 inh	SENP8 block-1	SENP1 FRET inh	HKDC1 inh	PfG6PD inh	SENP8 block-2	SENP7 inh
41	O=C(c1cc(-c2ccc(F)cc2)on1)N1CCCC1	22	-10	-10	1	0	-8	-7	8	10
42	O=C(Nc1cnc2ccccn2c1=O)c1ccc(Cl)cc1	16	-11	-3	-19	0	-8	-4	-112	-4
43	O=C1CCCN1CCCNC(=S)Nc1ccc(Cl)cc1Cl	3	-8	-7	6	1	-6	-8	13	1
44	CC(=O)Nc1ccc(SC[C@H](CC(C)C)N2CCN(CCc3ccccc3)CCC2=O)cc1	9	-8	10	-13	-4	-2	-12	1	-13
45	CCc1nnc(NC(=O)CCS(=O)(=O)c2ccc(C)cc2)s1	2	-20	-2	-15	0	-4	-5	22	15
46	CCN1CCN(c2ccc(S(=O)(=O)N3CCCCC3)cc2NC(=O)C(C)Oc2ccc(F)cc2)CC1 (stereo unspecified)	34	4	22	-8	0	5	9	2	-1
47	CNC(=O)c1c(NC(=O)c2cccc(N3C(=O)CCC3=O)c2)sc2c1CCC2	-13	3	-19	11	-39	-8	6	-128	-6
48	COc1ccccc1C(c1nnnn1CS(=O)(=O)c1ccc(C)cc1)N1CCSCC1 (stereo unspecified)	12	3	0	-4	2	-6	-7	14	-1
49	CC(=O)c1ccccc1OC(=O)c1ccc([N+](=O)[O-])o1	17	0	-8	5	0	-2	1	38	-2
50	Cc1cccc(NS(=O)(=O)c2c(C(=O)N3CCOCC3)c(C)n(C)c2C)c1C	3	-20	2	-2	1	3	-2	12	-6
51	CCOc1ccccc1CNC(=O)c1cc2occc2n1C	29	2	11	-1	-15	6	3	-12	-5
52	O=C(/C=C/c1ccccc1)OCCN1C(=O)c2ccccc2C1=O	42	-17	7	-7	-2	4	-10	9	4
53	CSc1ccccc1NC(=O)CSc1cccc[n+]1[O-]	17	5	-2	-2	0	-3	-16	15	9

# Two entries from above in another layout:
46) CCN1CCN(c2ccc(S(=O)(=O)N3CCCCC3)cc2NC(=O)C(C)Oc2ccc(F)cc2)CC1 (stereo unspecified)
  NALP3 yeast inh: 34; SENP6 block: 4; Apaf-1 inh: 22; SENP8 block-1: -8; SENP1 FRET inh: 0; HKDC1 inh: 5; PfG6PD inh: 9; SENP8 block-2: 2; SENP7 inh: -1
47) CNC(=O)c1c(NC(=O)c2cccc(N3C(=O)CCC3=O)c2)sc2c1CCC2
  NALP3 yeast inh: -13; SENP6 block: 3; Apaf-1 inh: -19; SENP8 block-1: 11; SENP1 FRET inh: -39; HKDC1 inh: -8; PfG6PD inh: 6; SENP8 block-2: -128; SENP7 inh: -6
